High-throughput results deposited in PubChem BioAssay by National Center for Advancing Translational Sciences (NCATS).
IMPase inh: membrane-permeable compound that blocks inositol monophosphatase. CHO-M1 cells, IP1 accumulation, HTRF TR-FRET ratio. inhibition (IP1 accumulation), % at 46.1 µM. 120,000 tested, under 10 active; active = well fitted curve in the direction sought with a large enough effect in the signal ratio, not every such curve was filed as active; inconclusive = small, poorly fitted or top-dose-only effect, or a change in a side signal; inactive = no such curve, though single readings can be large or run the other way; the % refers to the signal ratio;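 also: cells stimulated with carbachol in lithium chloride buffer; plate controls were DMSO basal wells for no effect and reference inhibitor wells for full effect; higher means more IMPase inhibition seen as more IP1 and lower FRET ratio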
Target sequence (P97697 whole entry, looked up): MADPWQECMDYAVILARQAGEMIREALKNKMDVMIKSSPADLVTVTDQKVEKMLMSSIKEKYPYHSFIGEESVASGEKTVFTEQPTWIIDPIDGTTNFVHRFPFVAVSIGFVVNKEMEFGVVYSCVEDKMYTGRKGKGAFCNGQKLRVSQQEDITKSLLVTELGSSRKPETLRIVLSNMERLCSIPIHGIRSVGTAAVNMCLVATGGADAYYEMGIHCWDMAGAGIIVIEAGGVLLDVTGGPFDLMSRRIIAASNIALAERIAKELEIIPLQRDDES
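Measured: the HTRF emission ratio (665/620 nm) plus the 620 nm donor channel, each fitted to the Hill equation to give AC50. Cells were CHO-M1 given compounds up to 46 uM and a 30 min carbachol stimulation at 37C.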
12-hLO inh: 12-hLO (ALOX12) enzyme inhibition; purified 12-hLO, xylenol orange hydroperoxide absorbance; AID 1452; 0.12% of 150,000 active; P18054; Potency, µM (highest dose often 57.1 µM), for inactives: top-dose activity change, negative = inhibition, actives largely listed as inhibitors; also: potency is read from the fitted curve at half-maximal effect; nearly all actives have a fitted effect of over 55% in size; many of its hits are not listed in these tables
Target sequence (P18054 whole entry, looked up): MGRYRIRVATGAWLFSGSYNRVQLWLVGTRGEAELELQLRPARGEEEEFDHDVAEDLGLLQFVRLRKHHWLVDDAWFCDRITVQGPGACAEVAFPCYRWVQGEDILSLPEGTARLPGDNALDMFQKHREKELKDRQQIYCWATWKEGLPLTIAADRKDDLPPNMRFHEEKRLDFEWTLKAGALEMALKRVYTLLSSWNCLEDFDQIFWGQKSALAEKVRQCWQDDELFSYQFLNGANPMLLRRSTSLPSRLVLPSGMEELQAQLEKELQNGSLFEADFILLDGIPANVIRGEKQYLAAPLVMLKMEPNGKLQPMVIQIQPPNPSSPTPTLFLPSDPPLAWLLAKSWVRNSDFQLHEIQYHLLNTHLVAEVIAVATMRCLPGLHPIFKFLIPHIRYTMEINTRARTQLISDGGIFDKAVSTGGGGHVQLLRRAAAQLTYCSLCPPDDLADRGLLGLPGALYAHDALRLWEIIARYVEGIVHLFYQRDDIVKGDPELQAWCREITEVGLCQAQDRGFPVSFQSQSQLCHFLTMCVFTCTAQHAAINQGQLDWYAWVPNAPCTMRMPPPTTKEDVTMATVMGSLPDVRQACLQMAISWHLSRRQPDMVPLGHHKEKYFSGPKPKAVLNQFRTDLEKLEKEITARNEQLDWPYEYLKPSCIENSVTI
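Xylenol orange chromogenic assay: hydroperoxide from 12hLO oxidises Fe(II), giving red-shifted Fe(III)-XO absorbance. Conditions: 150 nM enzyme, 40 uM arachidonic acid, 25 mM Hepes pH 7.0, 0.01% Triton X-100, 30 min, room temperature.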
15-hLO-2 inh: 15-hLO-2 (ALOX15B) enzyme inhibition; purified 15hLO-2, xylenol orange hydroperoxide absorbance; Potency, µM (doses to about 57.1 µM), without a hit: at the highest dose activity change, negative = inhibition, usual class: inhibitors; O15296; 0.56% of 110,000 active; also: potency is read from the fitted curve at half-maximal effect; nearly all actives have a fitted effect of over 60% in size; many of its hits are not listed in these tables
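Purified human 15hLO-2 (50 nM) preincubated 15 min with compound, then 45 uM arachidonic acid for 90 min at RT in 25 mM Hepes pH 7.5, 0.01% Triton X-100. Hydroperoxide detected by Fe-xylenol orange; 573/405 nm absorbance ratio.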
PNC inhibitor: inhibitors of perinucleolar compartment assembly; PC3M PTB-GFP, PNC prevalence imaging, 16 h; active compounds read low; 3.1% of 140,000 active; activity change (PNC), negative = inhibition, % at 10 µM;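 active = readout at or below -70, meaning at least 70% loss of cells showing the perinucleolar compartment, a nuclear body marking cancer cells; inconclusive = readout between -30 and a set limit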;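 also: plate controls were DMSO wells for no effect and camptothecin positive control wells for full effect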
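Read-out is percentage of cells bearing a perinucleolar compartment, from automated 20x imaging of fixed, Hoechst-stained PC3M PTB-GFP cells. Cells were seeded 4 h, then exposed 16 h to compound (23 nl of library stock) in duplicate plates.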
* marks the source's active call; other numbers are inactive results; ? = inconclusive; . = not tested or not shown; [ ] = dose if it differs, or a comment. Unless noted, calls follow the shape of the dose curve; as a rule, active = well fitted curve in the direction sought with a large enough effect; inconclusive = small, poorly fitted or top-dose-only effect, or another doubt; inactive = no such curve, though single readings can be large; an effect the other way counts as inactive or inconclusive. Unless noted, % is scaled to controls: 0 for no effect and ±100 for the full control effect. Some of the compounds tested; rates above refer to the full screens.

SMILES | IMPase inh | 12-hLO inh | 15-hLO-2 inh | PNC inhibitor
Cc1cc(=O)n2nc(N3CCCC(C(=O)NC(C)c4ccccc4)C3)sc2n1 (stereo not given) | 3.0 | 7.0% | -7.3% | 25.6
COc1cccc(-n2c(C)nc3c(cnn3-c3ccc(Cl)cc3)c2=O)c1 | 0.0 | -6.2% | 4.5% | 18.9
CCCCNC(=O)CSc1nnc(-c2c[nH]c3ccccc23)n1CC1CCCO1 (stereo not given) | 7.1 | 1.8% | -10.2% | -11.3
CC(C)OCCCn1c(=N)c(C(N)=S)cc2c(=O)n3ccccc3nc21 | 6.0 | -26.0% | ? | -19.5
COc1ccc(S(=O)(=O)N2CCCC2C(=O)Nc2nccs2)cc1 (stereo not given) | -7.2 | -4.8% | -0.1% | -0.8
CCOC(=O)C1CCN(C(C(=O)Nc2ccc3c(c2)OCCO3)c2ccccc2)CC1 (stereo not given) | 7.1 | 1.0% | . | 67.0
O=C1c2c(O)cccc2Cc2cccc(O)c21 | . | -4.7% | -15.5% | .
NC(=O)C1CCN(C(=O)CN2CCc3ccccc32)CC1 | -0.2 | -3.5% | -14.9% | ?
COc1ccc(C(=O)/C=C/c2cccs2)c(OC(=O)N2CCOCC2)c1 | -26.1 | 2.0% | . | -18.2
CCN(CC)S(=O)(=O)c1ccc(NC(=O)Cn2c(=O)oc3ccccc32)cc1 | -4.3 | 0.8% | -1.5% | -19.6
Cc1ccc(C(C)C)c(OCCn2c(=O)oc3ccccc32)c1 | -5.5 | 0.4% | -2.9% | -3.1
CC1CCN(S(=O)(=O)N2CCC(C(=O)NCCN3CCOCC3)CC2)CC1 | 4.8 | -0.4% | 6.5% | -17.8
Cc1ccc(C)c(S(=O)(=O)C(C#N)c2nc3ccccc3nc2N2CC(C)OC(C)C2)c1 (stereo not given) | -8.4 | -2.6% | -21.9% | 31.8
CC1C=CCC2C(=O)N(c3cccc(C(=O)N4CCN(c5ccc(F)cc5)CC4)c3)C(=O)C12 (stereo not given) | -6.6 | 2.2% | -10.5% | 18.5
CCN(C(=O)COC(=O)c1cccnc1Nc1ccccc1F)C1CCS(=O)(=O)C1 (stereo not given) | . | -1.7% | . | -17.4
C=CCOc1ccc2c(c1)c(S(=O)(=O)c1ccc(C)cc1)cn2COC | 0.3 | -16.1% | 12.4% | 15.4
COc1ccc(OC)c(NC=C2C(=O)OC(C)(C)OC2=O)c1 | 4.8 | -7.0% | 3.0% | 83.1
Cc1ccc(NCCC(=O)c2cccc([N+](=O)[O-])c2)cc1 | -4.1 | -14.4% | -15.1% | -11.3
CN1CCc2ccccc2C1C1CCNCC1 (stereo not given) | -7.0 | 2.0% | 13.7% | 30.9
Cc1nn(CCc2nc(-c3ccco3)cs2)c2[nH]c(=O)cc(C(F)(F)F)c12 | -2.4 | ? | ? | ?
O=C1CC(N2CCOCC2)C(=O)N1c1cccc(Cl)c1 (stereo not given) | -3.0 | 0.3% | -14.1% | -1.7
Nc1nc(NCCc2ccc(O)cc2)nc2nc(-c3ccco3)nn12 | 3.1 | -5.9% | 8.8% | .
CCOC(=O)[C@H](CCc1ccccc1)N[C@@H](C)C(=O)N1[C@H](C(=O)O)C[C@H]2CCC[C@@H]21 | 1.5[20.6 µM] | -0.3%[25.6 µM] | 1.8%[25.6 µM] | .
O=c1c2c3c(sc2n(CCN2CCCCC2)c(=O)n1Cc1ccco1)CCCCC3 | 11.1 | -1.3% | 33.4%[activator] | -2.5
CCCCC(C(=O)O)C(C)CC(=O)Nc1ccn(-c2ccccc2)n1 (stereo not given) | -0.6 | -4.7% | -4.1% | -10.3
COc1cccc(C2C(C(=O)OC(C)C)=C(C)Nc3ncnn32)c1 (stereo not given) | 0.2 | -10.4% | 6.2% | -28.6
N#C/C(=C\Nc1ccc2c(c1)OCCO2)c1nc2ccccc2[nH]1 | 7.2 | ? | 8.4% | -16.7
O=C(CS(=O)c1ccc(C(F)(F)F)cc1[N+](=O)[O-])Oc1ccccc1 (stereo not given) | 8.7 | -19.6% | -2.3% | ?
CCCc1cc(C(=O)N/N=C/c2ccc(CC)s2)c2ccccc2n1 | 3.4 | 4.5% | . | 58.8
Cc1ccc(-c2nc3ccccc3c(C(=O)NCc3cccs3)c2C)cc1 | 3.8 | 0.4% | -2.4% | -8.7
CCCC(=O)NC(C)C(c1cccs1)N1CCN(c2ccccc2)CC1 (stereo not given) | 1.2 | -3.2% | . | 20.7
Cc1ccc(-n2c(C)cc(C(=O)CSc3nnc4ccccn34)c2C)cc1 | 6.1 | 0.7% | . | 15.3
Cc1ccc(SCCC(=O)N2CCCC2)cc1 | 3.8 | -4.9% | 3.6% | ?
COc1ccccc1C(=O)N1CCN=C1SCc1cccnc1 | 1.6 | -7.0% | 0.4% | ?
Cc1nc(NC(=O)CN(C)S(=O)(=O)c2ccc(Cl)cc2)sc1C | 11.5 | -3.6% | 5.3% | -25.4
O=C(N/N=C/c1ccccc1O)c1cccc(C(F)(F)F)c1 | . | 0.1% | . | -93.9*
Cc1cccc(NCN2C(=O)c3ccccc3C2=O)c1 | 7.9 | 6.3% | 5.5% | -0.9
CCOC(=O)COc1ccc(S(=O)(=O)NCc2ccncc2)cc1 | 3.2 | 7.1% | -5.5% | ?
CCn1ncc(Br)c1C(=O)Nc1ccc(F)c([N+](=O)[O-])c1 | . | 0.3% | . | 26.7
O=C(Cc1csc(N2CCOCC2)n1)N/N=C/c1ccc(F)cc1 | 6.1 | 3.0% | -5.0% | 31.5
CCCS(=O)(=O)N1CCCC(C(=O)NCCCN2CCN(c3ccc(F)cc3)CC2)C1 (stereo not given) | 3.0 | -10.2% | 15.9% | 10.6
COC(=O)CCCCCCCCCCN1CCCCC1 | 11.0 | 1.8% | . | 21.4
CCNc1nc(C)c2cc(Br)c(=O)n(CC)c2n1 | ? | -0.2% | -6.7% | 5.1
O=C(c1cnc2n(c1=O)CCS2)N1CCN(c2ccccc2F)CC1 | 6.9 | -3.6% | -1.7% | -10.3
Cc1sc2nc(SCC(=O)Nc3c(C)n(C)n(-c4ccccc4)c3=O)n(C)c(=O)c2c1C | 4.6 | -7.4% | -15.1% | 3.9

11 entries out of the list, sorted by SMILES length, lowest first.
SMILES | IMPase inh | 12-hLO inh | 15-hLO-2 inh | PNC inhibitor
Cc1ccc(SCCC(=O)N2CCCC2)cc1 | 3.8 | -4.9% | 3.6% | ?
Cc1cccc(NCN2C(=O)c3ccccc3C2=O)c1 | 7.9 | 6.3% | 5.5% | -0.9
COc1ccccc1C(=O)N1CCN=C1SCc1cccnc1 | 1.6 | -7.0% | 0.4% | ?
O=C(N/N=C/c1ccccc1O)c1cccc(C(F)(F)F)c1 | . | 0.1% | . | -93.9*
CCOC(=O)COc1ccc(S(=O)(=O)NCc2ccncc2)cc1 | 3.2 | 7.1% | -5.5% | ?
O=C(Cc1csc(N2CCOCC2)n1)N/N=C/c1ccc(F)cc1 | 6.1 | 3.0% | -5.0% | 31.5
O=C(c1cnc2n(c1=O)CCS2)N1CCN(c2ccccc2F)CC1 | 6.9 | -3.6% | -1.7% | -10.3
Cc1nc(NC(=O)CN(C)S(=O)(=O)c2ccc(Cl)cc2)sc1C | 11.5 | -3.6% | 5.3% | -25.4
Cc1ccc(-n2c(C)cc(C(=O)CSc3nnc4ccccn34)c2C)cc1 | 6.1 | 0.7% | . | 15.3
CCCS(=O)(=O)N1CCCC(C(=O)NCCCN2CCN(c3ccc(F)cc3)CC2)C1 (stereo not given) | 3.0 | -10.2% | 15.9% | 10.6
Cc1sc2nc(SCC(=O)Nc3c(C)n(C)n(-c4ccccc4)c3=O)n(C)c(=O)c2c1C | 4.6 | -7.4% | -15.1% | 3.9

New compounds follow.
SMILES | IMPase inh | 12-hLO inh | 15-hLO-2 inh | PNC inhibitor
O=c1c2ccccc2nnn1CSc1nnnn1-c1ccccc1 | -20.4 | 2.0% | -4.3% | -14.3
COC(=O)[C@@]1(Cc2ccccc2)[C@H]2c3cc(C(=O)N4CCCC4)n(Cc4ccc(S(C)(=O)=O)cc4)c3C[C@H]2CN1C(=O)c1ccccc1 | . | -1.1% | -10.0% | .
O=C1c2ccccc2C2=Nc3ccccc3SC(c3cccc(F)c3)C12 (stereo not given) | . | -3.9% | . | ?
Cc1ccc(N(CC(=O)NCCc2ccccc2)S(=O)(=O)c2c(C)noc2C)cc1 | 8.1 | 0.3% | -6.1% | ?
N#Cc1nc(COc2ccc(Br)cc2)oc1N1CCCC1 | 5.2 | -12.5% | -11.1% | -23.8
CCOC(=O)C1CCN(C(=O)Cn2cc(C#N)c3ccccc32)CC1 | 1.2 | 0.5% | -4.8% | -12.9
COc1nc(-c2ccccc2)c2c(c1C#N)CC(C)(C)OC2 | 4.2 | -2.9% | 4.3% | 36.6
CSc1nc(NCC(C)C)c2c3c(sc2n1)CN(C)CC3 | 15.2 | 4.9% | 14.8% | 64.0
CCOc1ccc(C(=O)Nc2c(C(N)=O)oc3ccccc23)cc1 | -8.1 | -8.6% | . | -118.9*
COc1ccc(Cl)cc1NC(=O)CNc1ccc(F)cc1C | 6.1 | -3.3% | . | -6.5
CCCc1nc2ccc(NC(=O)c3ccco3)cc2c(=O)n1Cc1ccc(Cl)cc1 | 5.6 | -2.5% | 40.4%[activator] | 31.7
CC(C)c1ccc(/C=C2\SC(N3CCCC3)=NC2=O)cc1 | . | -0.7% | . | 3.0
COc1ccc(NC(=O)C(=O)NCCN2CCN(C(=O)c3cccs3)CC2)cc1 | -3.7 | 2.9% | . | 14.0
C#CCn1c(=NC(=O)c2cc(Cl)sc2Cl)sc2cc(S(N)(=O)=O)ccc21 | . | -0.5% | . | 32.0
Cc1ccc(Cn2ccc(NC(=O)c3cc(-c4cccs4)on3)n2)cc1 | 1.6 | 1.0% | 1.2% | 35.1
O=c1c2cc(N3CCOCC3)ccc2[nH]c(=S)n1CCN1CCCC1 | 1.0 | -2.0% | 4.8% | ?
CC1CCCC(C(=O)OCc2ccccc2)N1 (stereo not given) | -0.8 | 1.0% | . | -9.3
O=C1NC(c2ccccc2)=C(c2nc3ccccc3s2)C(c2ccc(F)cc2)N1 (stereo not given) | 6.2 | -16.4% | 4.9% | 9.6
Cn1c(=O)c2c(SCC(=O)N3CCCc4ccccc43)nc(C3CC3)nc2n(C)c1=O | -0.7 | -5.0% | -19.4% | -18.3
N#Cc1c(NCCCO)nc(-c2ccccc2)c2c1CCCC2 | 9.0 | -10.2% | -14.4% | -21.0
CC(=NCc1ccccc1)C1=C(O)COC1=O | 6.0 | -2.3% | -4.6% | 4.6
CC1CC2(CCCCC2)N2C(=O)C(=O)c3cccc1c32 (stereo not given) | -4.7 | -4.8% | ? | 50.1
O=C(N/N=C/c1ccccn1)c1ccc(Br)o1 | 0.8 | 0.1% | 25.2% | 65.3
CCCCN(CC)S(=O)(=O)c1ccccc1 | 0.4 | 3.7% | -0.9% | -3.2
O=C(c1cnccn1)N1CCC[C@@]2(CCN(Cc3ccncc3)C2)C1 | . | 0.7% | -3.5% | .
Cc1nnc(NC(=O)CSc2nc3c(c(=O)n2CCc2ccccc2)SC(C)C3)s1 (stereo not given) | 1.9 | -4.3% | ? | 23.1
COc1ccc(-c2cc(C(=O)NCCc3ccccc3)no2)cc1OC | -1.2 | 1.4% | 11.7%[2.29 µM] | ?
CCOC(=O)C1=NN(N=O)C2(CC(=O)N(c3cc(C)cc(C)c3)C2=O)C1 (stereo not given) | -4.9 | -7.1% | -16.6% | 4.1
CNc1nc(C)nc(-n2nc(C)cc2C)n1 | -4.9 | -4.7% | 15.5% | 26.1
Cc1cc(C)nc(N/C(=N\S(=O)(=O)Cc2ccccc2)Nc2ccccc2Br)n1 | . | 2.2% | . | -0.2
